Avidin bead fluor: compound fluoresces at 488/530 nm on avidin beads | compound fluorescence 488/530 nm, flow cytometry; hits give high values | fluorescence (KMESF) at 10 µM | hit rate 0.38% among 220,000 | AID 1775; in the data active means fluorescence above about 47; further: inactives centre near 10
Pf gametocyte: P. falciparum stage V gametocyte viability inhibition; P. falciparum stage V gametocytes, ATP luminescence, 24 h; inhibition, % at 10.9 µM; hit rate 0.065% among 150,000; AID 743093;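 active means inhibition above the mean plus 3 SD of compounds within the control limits, set per campaign, cut at about 38% in these data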;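 further: 0% = DMSO wells and 100% = medium only without gametocytes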
Rab7 wt modul: modulators of GTP binding to dog Rab7 wildtype GTPase; GTP binding activity (percent of control), % at 10 µM; AID 758; GST-Rab7 beads, fluorescent GTP binding, flow cytometry; actives lie on both sides; untreated = 100%, excess cold GTP = 0%; hit rate 0.055% among 190,000;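 active means fluorescent GTP binding to Rab7 beads changed by at least 20 points from the 100% baseline, either direction, mostly lower; inconclusive means compound itself probably fluorescent, or too few beads counted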;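 further: median green fluorescence of bound Bodipy-FL-GTP per Rab7 bead population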
Mcl1-Bid inh: disrupts binding of human Mcl-1 to Bid peptide. Q07820. TR-FRET Mcl-1/Bid-Dy647 peptide binding, 1536-well. inhibition, % at 21.7 µM. hit rate 0.97% among 220,000;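 active means compounds that cut the binding signal by more than half at the single screening dose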;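 further: His-tagged Mcl-1 with europium anti-His antibody binding Bid BH3 peptide; 0% = Mcl-1 plus peptide wells and 100% = peptide-only wells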
Target sequence (Q07820 whole entry, looked up): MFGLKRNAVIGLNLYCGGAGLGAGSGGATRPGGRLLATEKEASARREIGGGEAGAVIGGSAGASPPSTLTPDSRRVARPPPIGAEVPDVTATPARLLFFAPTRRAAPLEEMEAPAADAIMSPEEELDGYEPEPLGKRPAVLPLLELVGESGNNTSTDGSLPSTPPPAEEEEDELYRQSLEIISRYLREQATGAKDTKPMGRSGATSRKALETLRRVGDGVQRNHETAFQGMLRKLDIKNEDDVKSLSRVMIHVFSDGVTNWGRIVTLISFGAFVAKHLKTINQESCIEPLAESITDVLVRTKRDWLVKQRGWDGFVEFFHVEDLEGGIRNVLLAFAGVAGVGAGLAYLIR
HRas wt GTP: modulators of GTP binding to human HRas wildtype; P01112; GST-Ras wt beads, Bodipy-FL-GTP binding, flow cytometry; actives lie on both sides; GTP binding activity, % at 10 µM; hit rate 0.14% among 190,000;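 active means GTP binding activity at least 20% away from the 100% baseline, either lowered as inhibitor or raised as activator; inconclusive means flagged as likely green fluorescent, judged across all proteins in the well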;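 further: 0% = unlabeled GTP competition control and 100% = no-compound control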
Target sequence (P01112 whole entry, looked up): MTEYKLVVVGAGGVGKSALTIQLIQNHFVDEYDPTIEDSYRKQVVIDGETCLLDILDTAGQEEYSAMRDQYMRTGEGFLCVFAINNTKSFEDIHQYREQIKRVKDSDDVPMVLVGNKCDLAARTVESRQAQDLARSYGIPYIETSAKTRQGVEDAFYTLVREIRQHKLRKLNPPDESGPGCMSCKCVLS
Bim-Mcl-1: disrupts Bim peptide binding to human Mcl-1. Bead-based flow cytometry, Bim peptide-Mcl-1 binding. inhibition, % at 10 µM. AID 1009. hit rate 0.1% among 190,000; in the data active means inhibition above about 40%;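 further: 0% = no compound tracer wells and 100% = peptide blocker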
Rac1 mut GTP: modulators of GTP binding to human Rac1 activated mutant | percent activity (GTP binding), % at 10 µM | P63000 | GST-Rac1 activated beads, fluorescent GTP binding, flow cytometry; actives lie on both sides; 100% means binding = to untreated wells | hit rate 0.11% among 190,000;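 active means GTP binding at least 20 percentage points away from the 100% baseline, in either direction, so actives lie on both sides; inconclusive means Compound likely fluorescent itself, or too few beads counted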
Mcl1 Noxa PPI: disrupts binding of human Mcl-1 to Noxa peptide. TR-FRET Mcl-1/Noxa peptide binding, 2 h. hit rate 1.5% among 220,000. inhibition, % at 21.7 µM;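 active means compounds that cut the protein-peptide binding signal by more than 50% relative to plate controls in a single-dose test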;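 further: His-tagged Mcl-1 with rhodamine Noxa BH3 peptide and terbium anti-His antibody; 0% = Mcl-1 plus Noxa peptide wells and 100% = peptide-only wells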
Rac1 wt modul: alters GTP binding to wildtype human Rac1 | GST-Rac1 beads, fluorescent GTP binding, flow cytometry; actives lie on both sides; 0 = cold GTP competed, 100 = untreated | GTP binding activity (% of control), % at 10 µM | hit rate 0.27% among 190,000;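 active means GTP binding activity at least 20 points away from the 100% control level, either lower or higher; inconclusive means compound flagged as likely green fluorescent, judged across all proteins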
Rab2A wt mod: changes GTP binding to wildtype dog Rab2A, up or down; P61105; GST-Rab2 wt beads, Bodipy-GTP binding, flow cytometry; GTP binding activity, % at 10 µM; hit rate 0.19% among 190,000; AID 760;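 active means GTP binding activity at least 20 points away from 100%, either lowered or raised; inconclusive means signal likely due to the compound's own green fluorescence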;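 further: 0% = beads with excess unlabeled GTP and 100% = no-compound control corrected for plate trend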
Cdc42 wt GTP: modulators (inhibitors or activators) of GTP binding to human Cdc42 wildtype. GST-Cdc42 beads, Bodipy-GTP binding, flow cytometry; actives lie on both sides. hit rate 0.2% among 190,000. P60953. percent activity (GTP binding), % at 10 µM. AID 761;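 active means percent activity GTP binding at least 20 points away from the 100% baseline, either down as inhibitor or up as activator; inconclusive means compound flagged as likely green fluorescent from well-wide comparison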;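 further: median bead fluorescence of bound Bodipy-FL-GTP at 100 nM; 0% = excess unlabeled GTP control and 100% = no compound control; below 100% means less GTP binding so inhibitor and above means activator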
Target sequence (P60953 whole entry, looked up): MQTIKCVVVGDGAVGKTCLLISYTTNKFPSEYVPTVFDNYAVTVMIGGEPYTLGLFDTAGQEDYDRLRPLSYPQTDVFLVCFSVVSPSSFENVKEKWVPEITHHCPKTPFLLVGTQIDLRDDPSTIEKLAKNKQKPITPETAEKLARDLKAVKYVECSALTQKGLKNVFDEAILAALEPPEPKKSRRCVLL
Numbers without * were called inactive; ? = inconclusive; · = no result given.

A first look:
SMILES	Avidin bead fluor	Pf gametocyte	Rab7 wt modul	Mcl1-Bid inh	HRas wt GTP	Bim-Mcl-1	Rac1 mut GTP	Mcl1 Noxa PPI	Rac1 wt modul	Rab2A wt mod	Cdc42 wt GTP
COC(=O)[C@H](CC(C)C)NC(=O)NC1CCCCC1C (some centres undefined)	10	13	107	12	106	-3	102	14	110	105	107
CC(NC(=O)C1C2C=CC(C2)C1C(=O)O)c1ccccc1 (centres undefined)	15	·	?	-15	?	0	?	9	?	?	?
Fc1ccc(C2C3=C(Nc4ncnn42)c2ccccc2OC3c2ccncc2)cc1 (centres undefined)	43	·	98	17	102	21	100	-7	104	101	102

The list itself (from the top)
SMILES	Avidin bead fluor	Pf gametocyte	Rab7 wt modul	Mcl1-Bid inh	HRas wt GTP	Bim-Mcl-1	Rac1 mut GTP	Mcl1 Noxa PPI	Rac1 wt modul	Rab2A wt mod	Cdc42 wt GTP
COC(=O)[C@H](CC(C)C)NC(=O)NC1CCCCC1C (some centres undefined)	10	13	107	12	106	-3	102	14	110	105	107
CC(NC(=O)C1C2C=CC(C2)C1C(=O)O)c1ccccc1 (centres undefined)	15	·	?	-15	?	0	?	9	?	?	?
Fc1ccc(C2C3=C(Nc4ncnn42)c2ccccc2OC3c2ccncc2)cc1 (centres undefined)	43	·	98	17	102	21	100	-7	104	101	102
CCOc1ccc(N(C(=O)CNS(=O)(=O)c2ccccc2)C(CC)C(=O)NCc2ccco2)cc1 (centres undefined)	22	5	103	-10	98	0	96	9	102	99	102
Cc1cccc(NC(=O)c2c(C)cc(=O)oc2C)n1	1	·	94	-22	96	-4	95	6	95	96	96
O=C1Nc2ccccc2C12OC1CCCCC1O2 (centres undefined)	13	·	102	-26	101	2	99	-2	105	105	101
O=C(COc1ccc2c(c1)CCC2)NCc1ccc(Cl)cc1	15	-14	99	-11	96	-1	93	29	96	94	95
Cc1cc(N2CCN(S(=O)(=O)c3ccc4ccccc4c3)CC2)n2ncnc2n1	13	17	98	-18	97	-4	92	15	100	92	94
Cc1nc2nc(-c3ccccc3)cc(=O)n2[nH]1	6	·	103	44	106	3	102	20	110	103	107
O=C(Nc1cccc(F)c1)c1cccnc1NCCc1ccccc1	3	-2	92	4	98	-1	99	5	99	97	98
Cc1ccc(C)c(-n2c(SCC(=O)NC(C(=O)O)C(C)C)nnc2-c2cccc(Cl)c2)c1 (centres undefined)	11	11	91	6	93	-2	92	2	91	90	93
Cc1ccccc1Nc1cc(C(=O)NCc2ccco2)c2ccccc2n1	15	-18	97	-24	93	-2	97	10	93	94	97
C/C(=C\C(=O)Nc1nccs1)c1ccccc1	23	·	99	-1	100	-5	101	0	103	99	102
N=c1c2c3c(sc2ncn1Cc1ccccc1)CCCC3	9	-2	96	-10	100	-2	102	6	103	100	97
CCOC(=O)c1oc2nc(C(C)C)c3c(c2c1N)CCC3	5	·	101	-20	105	2	101	3	104	102	105
S=C(Nc1ccc(Cl)cc1)Nc1cccc2cnccc12	4	6	99	-14	96	-4	99	32	103	99	100
Cc1ccccc1CN(C)CC(=O)Nc1c(C)cccc1C(C)C	5	16	97	-56	98	-2	96	3	97	98	98
Cn1c(CS/C(N)=N/N=C/c2ccccc2)c(Br)c(=O)n1-c1ccccc1	5	-5	101	27	97	-4	95	26	100	95	95
COc1cccc(C2C(C(=O)c3sc(C)nc3C)=C(O)C(=O)N2CCN2CCOCC2)c1 (centres undefined)	7	11	100	5	103	0	102	2	105	105	108
COc1ccc2cc3cc(C(=O)N4CCN(Cc5ccc6c(c5)OCO6)CC4)oc3nc2c1	35	0	97	-3	96	-3	97	8	96	94	95

Gathered by group, the entries above with a COOH group.
SMILES	Avidin bead fluor	Pf gametocyte	Rab7 wt modul	Mcl1-Bid inh	HRas wt GTP	Bim-Mcl-1	Rac1 mut GTP	Mcl1 Noxa PPI	Rac1 wt modul	Rab2A wt mod	Cdc42 wt GTP
CC(NC(=O)C1C2C=CC(C2)C1C(=O)O)c1ccccc1 (centres undefined)	15	·	?	-15	?	0	?	9	?	?	?
Cc1ccc(C)c(-n2c(SCC(=O)NC(C(=O)O)C(C)C)nnc2-c2cccc(Cl)c2)c1 (centres undefined)	11	11	91	6	93	-2	92	2	91	90	93

Further results.
SMILES	Avidin bead fluor	Pf gametocyte	Rab7 wt modul	Mcl1-Bid inh	HRas wt GTP	Bim-Mcl-1	Rac1 mut GTP	Mcl1 Noxa PPI	Rac1 wt modul	Rab2A wt mod	Cdc42 wt GTP
CN1CCN(NC(=O)c2cn(-c3ccccc3)nc2-c2cccc(Br)c2)CC1	9	·	106	-21	98	0	95	21	98	98	97
COc1cc(C2CC(=O)N3CN(c4ccccc4C)CSC3=C2C#N)cc(OC)c1OC (centres undefined)	24	-16	96	-21	96	-4	96	17	100	95	94
CCCCOc1ccccc1C1CC(=O)NC2=C1C(=O)CCC2 (centres undefined)	43	8	103	-12	103	-3	98	12	105	102	102
CCOC1(C(F)(F)F)NC(=O)N(Cc2ccc(OC)cc2)C1=O (centres undefined)	9	-11	97	-4	94	-4	96	6	96	96	95
COc1ccc(C(O)Cc2nc3ccccc3n2C)cc1OC (centres undefined)	7	·	94	-5	100	-4	102	-1	107	102	102
CCOC(=O)Cc1csc(NC(=O)c2cccc(OC)c2)n1	3	·	100	-17	101	-2	99	-8	104	102	102
CCN(C(=O)COC(=O)c1cc(S(=O)(=O)N2CCc3ccccc32)ccc1OC)C1CCS(=O)(=O)C1 (centres undefined)	10	-8	94	-21	96	3	95	20	94	96	96
CCCC1C(c2ccc(OC)cc2)C(C#N)(C#N)C2(C#N)CC1(N)NC2=O (centres undefined)	21	0	106	-23	101	1	95	18	101	101	101
CC(/C=C/c1ccccc1)=N\NC(=S)NC(C)C	6	3	94	-71	92	1	94	-27	90	93	95
Cc1ccc(C(C(=O)NC2CCCC2)N2CCCCC2)cc1 (centres undefined)	9	·	103	-5	101	1	101	4	101	98	99
CCOc1ccc(CN2CCN(C(=O)c3ccccc3)CC2)cc1	19	·	97	30	103	-4	101	13	107	103	106
C=CCn1c(COc2ccc(CC)cc2)nnc1SC/C(O)=C(\C#N)c1nc2ccccc2[nH]1	20	·	99	-50	99	-2	99	1	104	97	102
CCc1c(C)nc(SCC(=O)Nc2ccc(Br)cc2)[nH]c1=O	5	·	92	-11	96	3	93	3	100	95	95
O=C(CC1c2ccccc2Oc2ccccc21)Nc1ccccc1C(F)(F)F	1	7	92	12	97	-28	99	3	98	92	98
Cc1ccc(S(=O)(=O)N2CCN(C(=O)CSc3nc4ccccc4o3)C2)cc1	14	·	100	-10	100	3	100	-1	98	100	100
CCOCCOC(=O)C1=C(C)N(C)C(=O)NC1c1ccccc1F (centres undefined)	13	14	99	-24	99	4	96	-22	98	98	99
COC(=O)c1scc(C)c1NC(=O)C1CCCCC1	14	·	97	-18	99	0	99	8	100	97	99
O=c1c(-c2ccc(F)cc2)[n+]([O-])c2ccccc2n1OCc1ccccn1	21	-2	96	3	101	0	98	5	101	99	100
CCn1ncc([N+](=O)[O-])c1C(=O)N1CCCC1	11	-15	99	-31	100	-1	97	-4	98	99	101
COc1ccc(Cl)cc1NC(=S)Nc1cccnc1	9	0	94	-35	95	4	94	-17	98	95	96
COc1cccc(OC)c1Oc1ccc(C(F)(F)F)cn1	37	-8	99	-1	99	-2	99	-5	99	99	100
Cc1cc(C(=O)O)ccc1-c1ccc(/C=C2\NC(=O)N(Cc3ccccc3Cl)C2=O)o1	20	·	?	-16	?	1	?	61*	?	?	?
c1ccc2c(c1)COC(CN1CCCCC1)OC2	7	1	103	-29	99	5	93	2	99	99	96
Cc1ccc(S(=O)(=O)NCC(=O)N(CC(=O)NCc2ccco2)Cc2ccco2)cc1	11	·	102	-49	97	-8	95	3	102	95	96
Cc1cc(C)c(NC(=O)c2ccc(CNS(=O)(=O)c3cc(C(F)(F)F)ccc3Cl)cc2)c(C)c1	18	17	98	10	98	-1	96	21	100	97	97
Cc1cc(NCCN2CCOCC2)n2c(nc3ccccc32)c1C#N	25	·	96	-16	97	0	96	25	97	97	99
CC1CN(C(=O)c2ccccc2)C(=Nc2cccc(S(=O)(=O)N(C)C)c2)S1 (centres undefined)	10	·	101	-13	99	-2	101	-1	104	99	103
Fc1ccc2[nH]c3c(NCCN4CCOCC4)ncnc3c2c1	23	·	103	-12	102	0	99	18	104	101	103
CCc1cc2c(=O)c(-c3nc4ccccc4n3C)coc2c(CN2CCN(C)CC2)c1O	16	-9	101	-18	101	0	99	12	102	101	102
O=C1COc2ccc(NC(=O)N3CCN(c4ccc(F)cc4)CC3)cc2N1	13	-16	99	-26	98	-2	98	6	104	100	98
CCO[C@@H]1OC(C(=O)N2CCCCCCC2)=C[C@H](c2csc3ccccc23)[C@H]1CCCO	8	·	94	4	93	-2	93	4	94	93	92
CCS(=O)(=O)N1CCCC(C(=O)NCc2cccnc2)C1 (centres undefined)	11	·	106	-6	103	1	103	-7	105	108	104
CCOc1cc(C(=O)N(C)Cc2cc3cc(OC)ccc3[nH]c2=O)cc(OCC)c1OCC	35	5	101	-10	101	-2	101	-15	106	101	104
O=C(/C=C/c1ccc([N+](=O)[O-])cc1)NCCc1ccc(F)cc1	9	-12	100	-19	96	0	94	8	95	97	95
O=C(O)C1CCN(S(=O)(=O)c2ccc(Oc3ccccc3)cc2)CC1	16	·	98	14	100	-1	99	21	102	101	101
CCOc1ccc(NS(=O)(=O)c2cc(OCC(N)=O)c(C)cc2Cl)cc1	6	-20	95	1	98	0	97	-2	102	97	97
O=C1CC(C(=O)N(c2cccc(F)c2)C(C(=O)NC2CCCC2)c2ccccn2)CS1 (centres undefined)	10	·	101	-62	103	-2	100	-3	102	104	103

Pulled one by one from the entries so far (3):
SMILES	Avidin bead fluor	Pf gametocyte	Rab7 wt modul	Mcl1-Bid inh	HRas wt GTP	Bim-Mcl-1	Rac1 mut GTP	Mcl1 Noxa PPI	Rac1 wt modul	Rab2A wt mod	Cdc42 wt GTP
O=C(/C=C/c1ccc([N+](=O)[O-])cc1)NCCc1ccc(F)cc1	9	-12	100	-19	96	0	94	8	95	97	95
O=C1CC(C(=O)N(c2cccc(F)c2)C(C(=O)NC2CCCC2)c2ccccn2)CS1 (centres undefined)	10	·	101	-62	103	-2	100	-3	102	104	103
CCS(=O)(=O)N1CCCC(C(=O)NCc2cccnc2)C1 (centres undefined)	11	·	106	-6	103	1	103	-7	105	108	104

Screening data as filed in PubChem BioAssay.
